Screens as filed in PubChem.
GPR55 beta-arrestin: selective activators of receptor GPR55 – imaging, U2OS cells, beta-arrestin-GFP redistribution, primary screen (AID 1961) | U2OS GPR55 beta-arrestin-GFP redistribution imaging; higher % means a stronger effect | one-dose activation, % at 10 µM; EC50 in µM for titrated hits | 290,000 tested, 0.048% active;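 active = activation above 40% with more than 50 cells counted in the well; inconclusive = wells holding fewer than 50 cells, flagged as toxic or sparse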;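 note: U2OS osteosarcoma cells stably expressing GPR55 and beta-arrestin-GFP; plate controls were DMSO negative control for no effect and LPI positive control for full effect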
Dengue-2 NS5 capping: flavivirus cap methylation enzyme inhibition – biochemical, confirmation dose response, primary screen (AID 588689); Dengue-2 NS5 methyltransferase capping enzyme assay, biochemical; higher % means a stronger effect; inhibition, % at 25 µM, or IC50 in µM where a hit was titrated; 340,000 tested, 0.3% active; in the data active = a potency from the dose series; inconclusive = inhibition above about 29% without an active follow-up result
GPR35 antagonists: GPR35 antagonists blocking zaprinast-driven arrestin recruitment, primary screen, imaging, U2OS, beta-arrestin-GFP, zaprinast agonist (AID 2058) | U2OS GPR35 beta-arrestin-GFP translocation imaging, zaprinast antagonism; higher % means a stronger effect | one-dose inhibition, % at 10 µM; IC50 in µM for titrated hits | 290,000 tested, 0.052% active;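 active = inhibition of at least 50% with at least 30 cells and total cytoplasm GFP at most 10,000,000; inconclusive = under 30 cells or total GFP of 10,000,000 plus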
Yfh1-off respiration: mitochondrial function rescue without frataxin homolog – Friedreich's ataxia, plus single-dose screen, dose response (AID 1465) | one-dose fold induction at 50 µM; EC50 in µM for titrated hits | S. cerevisiae Yfh1-off respiration, WST-1 reduction, 72 h; higher fold induction means a stronger effect | 220,000 tested, 0.074% active;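 active = fold induction of absorbance versus untreated yeast above a set limit, then at least 30% activation at any dose in follow-up; inconclusive = repeats straddling the limit, or above it without dose testing; inactive = fold induction below the set limit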;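 note: activators that raise dye reduction in frataxin-depleted yeast; strong numbers were not always called active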
NTR1 ag: agonists of NTR1, primary screen, imaging, U2OS cells, beta-arrestin-GFP, high content (AID 493036) | activation, % at 20 µM | 330,000 tested, 0.17% active | P30989 | NTR1-U2OS beta-arrestin-GFP spot imaging, agonist mode;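 active = activation at or above 40% of the spot to cytoplasm intensity ratio, with at least 20 cells analyzed; inconclusive = wells under 20 cells, flagged as cytotoxic or low count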;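 note: 0% = DMSO without peptide and 100% = 100 nM NTR1 peptide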
Target sequence (P30989 whole entry, looked up): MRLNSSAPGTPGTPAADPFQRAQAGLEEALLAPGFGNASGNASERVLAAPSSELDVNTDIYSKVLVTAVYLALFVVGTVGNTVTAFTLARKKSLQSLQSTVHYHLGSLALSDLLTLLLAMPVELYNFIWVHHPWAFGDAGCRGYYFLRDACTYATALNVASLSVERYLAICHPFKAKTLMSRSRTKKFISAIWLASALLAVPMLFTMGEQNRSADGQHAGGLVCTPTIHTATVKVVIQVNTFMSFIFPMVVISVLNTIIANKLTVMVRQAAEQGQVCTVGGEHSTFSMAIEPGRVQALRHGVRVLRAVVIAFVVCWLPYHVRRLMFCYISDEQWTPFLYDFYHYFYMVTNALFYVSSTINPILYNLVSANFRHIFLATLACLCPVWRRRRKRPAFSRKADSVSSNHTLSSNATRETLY
GPR55 LPI antagonism: GPR55 antagonists blocking LPI-driven arrestin recruitment, primary screen, imaging, U2OS, beta-arrestin-GFP, LPI agonist (AID 2013) | 290,000 tested, 0.13% active | inhibition, % at 10 µM, or IC50 in µM where a hit was titrated | U2OS GPR55 beta-arrestin-GFP translocation imaging, LPI antagonism; higher % means a stronger effect;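 active = spots per cell inhibited over 60%, with over 100 cells counted and total cytoplasm intensity under 500,000; inconclusive = wells with under 100 cells, flagged as likely toxic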;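 note: U2OS cells stably carrying GPR55 and arrestin-GFP stimulated by 5 µM LPI near EC80; imaged beta-arrestin-GFP aggregate spots per cell after agonist stimulation; plate controls were LPI-stimulated DMSO wells for no effect and DMSO wells without LPI for full effect; some results filed as inactive read as strong as hits; confirmed hits need IC50 under 10 µM and bright autofluorescent wells are also inconclusive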
Rac1 GTP hydrolysis: MgcRacGAP GTPase-activating activity inhibitors, confirmation, biochemical, ADP Hunter fluorescence | AID 624330 | MgcRacGAP-stimulated Rac1 GTP hydrolysis, ADP Hunter fluorescence; higher % means a stronger effect; GST-tagged Rac1 F28L mutant substrate | inhibition, % at 30 µM; hits with a dose series show IC50 in µM | 340,000 tested, 0.6% active;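 active = first-screen hits whose inhibition reached a set limit at any dose in the follow-up dose series; inconclusive = inhibition above the set first-screen limit but never retested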;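 note: fluorescence reports GDP produced by GAP-driven GTP hydrolysis; strong numbers were not always called active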
AID2073: inhibitors of Mint1-CaV2.2 protein interaction, biochemical, HTRF (AID 2073). HTRF protein-protein interaction, Mint1-CaV2.2; higher % means a stronger effect. 290,000 tested, 0.19% active. inhibition, % at 20 µM; hits with a dose series show IC50 in µM; in the data active = inhibition mostly above about 51%, no sharp cut-off; inconclusive = no clear call, values can overlap the other calls; inactive = mostly below about 53%; note: some results filed as inactive read as strong as hits
SV40 large T antigen: TAg ATPase/helicase activity blockers – biochemical (AID 1903); SV40 large T antigen ATPase/helicase inhibition assay; higher % means a stronger effect; inhibition, % at 20 µM, or IC50 in µM where a hit was titrated; 310,000 tested, 0.39% active; in the data active = a potency from the dose series; inconclusive = inhibition mostly from about 32% at the one dose, without a potency; inactive = the rest, 99 in 100 with inhibition below about 32%; note: strong numbers were not always called active
NTR1 ag cell count 20 µM: also measured in NTR1 ag; calls as there; cell count; measured here: cell count, cytotoxicity flag
Dengue-2 NS5 capping pilot replicate: also measured in Dengue-2 NS5 capping; calls as there; inhibition, %; measured here: pilot screen replicate inhibition
Active calls of the source: *; i = inactive; ? = inconclusive; . = not tested or not shown; & = joins results of further samples.

SMILES	GPR55 beta-arrestin	Dengue-2 NS5 capping	GPR35 antagonists	Yfh1-off respiration	NTR1 ag	NTR1 ag cell count 20 µM	GPR55 LPI antagonism	Rac1 GTP hydrolysis	AID2073	SV40 large T antigen	others
CCOc1ccccc1NC(=O)c1oc2ccccc2c1NC(=O)C1CC1	-0.1%	-9%	-1%	.	-0.4	73	-3%	10%	15%	14%
CC(=O)c1cccc(CN2CCN(CC(C)C)C(CCO)C2)c1 (stereo unspecified)	-0.1%	-5%	-20%	i	-0.2	76	0%	4%	0%	1%
CCCCNC(=O)/C(C#N)=C/c1ccc(F)cc1F	-1.1%	-22%	0%	i	1.6	57	8%	2%	6%	6%
CN(CCC1CCCCO1)C(=O)CCc1nnc(Cc2c[nH]c3ccccc23)o1 (stereo unspecified)	0.5%	-1%	9%	.	0.5	59	24%	3%	7%	17%
COc1cc2c(cc1NC(=O)COc1ccc3ccccc3c1)oc1ccccc12	-0.1%	-2%	-12%	i	-1.7	46	-10%	-4%	20%	7%
CCNC(=O)C1CN(S(=O)(=O)c2ccccc2)CCN1S(=O)(=O)c1ccccc1 (stereo unspecified)	-0.3%	-4%	-6%	i	-0.9	36	11%	3%	0%	0%
COc1ccc(-c2nnc(NC(=O)CS(=O)(=O)c3ccc(Cl)cc3)o2)c(OC)c1	-0.1%	3%	10%	.	0.2	53	17%	11%	-4%	5%
O=C(CSc1ccccc1)N1CCCC(Nc2ccccc2)C1 (stereo unspecified)	0.4%	-11%	0%	.	-0.3	45	8%	8%	6%	8%
CCOc1ccc(NC(=O)CN2C(=O)c3ccccc3C2=O)cc1	0.6%	-5%	9%	.	-0.5	66	8%	5%	-1%	3%
CCOC(=O)C1CCN(c2c(-c3ccccc3)c3cc(Cl)ccc3[nH]c2=O)CC1	-0.1%	-4%	6%	i	16	51	3%	5%	19%	1%
O=C(c1cccnc1)N1CCN(S(=O)(=O)c2cccs2)CC1	0.7%	-5%	-8%	.	-0.3	52	6%	5%	-1%	9%
Cc1ccccc1OCC(=O)Nc1ccc2c(c1)Cc1ccccc1-2	-0.3%	-2%	16%	i	5.9	68	18%	4%	-6%	-2%
CC(C)(c1ccccc1)c1ccc(OCCCN2CCNCC2)cc1	-0.1%	-6%	15%	i	1.1	76	22%	?	8%	3%
N#Cc1nc(N2CCCC2)nc(N2CCCC2)n1	0.0%	-1%	4%	i	-0.2	58	-27%	-2%	46%	13%
CCCCNS(=O)(=O)c1ccc2c(c1)oc(=O)n2CC(=O)OCC	0.2%	-6%	6%	i	-2.8	108	12%	5%	-6%	0%
CN=C1c2cc3cc(OC)ccc3n2CCN1C	-0.4%	7%	6%	i	-1.9	77	6%	-2%	38%	15%
O=[N+]([O-])c1ccc(N2CCN(CCO)CC2)cc1Sc1ccccn1	-0.3%	-4%	-3%	i	-1.2	76	-8%	9%	-10%	8%
O=C1NC(=S)S/C1=C/c1ccc(Oc2cnccn2)cc1	0.7%	-2%	12%	i	1.3	79	9%	8%	6%	10%
Cc1ccc(C(=O)Nc2sc3c(c2C(=O)O)CCCC3)o1	-0.1%	-1%	0%	.	1.8	48	-11%	7%	24%	25%
COc1ccc(-n2c(=S)[nH]c3cc(C(=O)NCc4cccnc4)ccc3c2=O)c(OC)c1	-0.1%	-7%	-5%	.	-1.6	35	18%	5%	-6%	7%
O=C(Nc1ccccc1C(=O)NC(Cc1ccc(O)cc1)C(=O)O)c1ccccc1 (stereo unspecified)	-0.1%	-5%	7%	i	2.0	49	0%	6%	3%	5%
O=C(Nc1cccc(Cl)c1)N1N=CCC1c1ccccc1 (stereo unspecified)	-0.1%	.	1%	i	0.2	50	8%	.	-2%	10%
CC(C)CC(=O)NCCCCc1ccccc1	-0.3%	-4%	-21%	i	-0.6	50	-5%	4%	5%	18%
COc1cc(Oc2nc(C(F)(F)F)nc3ccccc23)ccc1C=O	-0.1%	-7%	-4%	.	5.2	69	16%	4%	9%	7%
CCN(CC)CCNc1ccc(CO)c2sc3ccccc3c(=O)c12	0.1%	-7%	8%	i	0.2	70	17%	17%	35%	9%&12%
Additional compounds:
SMILES	GPR55 beta-arrestin	Dengue-2 NS5 capping	GPR35 antagonists	Yfh1-off respiration	NTR1 ag	NTR1 ag cell count 20 µM	GPR55 LPI antagonism	Rac1 GTP hydrolysis	AID2073	SV40 large T antigen	others
COc1cccc(CN2CCN(C(=O)CCc3nnc(C4CCCCC4)o3)CC2=O)c1	0.0%	1%	0%	i	1.4	59	-2%	0%	6%	13%
N#C/C(=C\c1cccnc1)C(=O)Nc1ccccc1	1.1%	-1%	-2%	i	.	.	13%	9%	-5%	11%
COC(=O)C1=C(C)N(C)C(=O)NC1c1cc2c(cc1Br)OCO2 (stereo unspecified)	-0.1%	-3%	5%	.	-0.4	55	5%	4%	-1%	13%
CCOC(=O)c1oc2ccccc2c1COC(=O)CNC(=O)c1cccc(C)c1	-0.1%	-1%	0%	.	0.1	51	11%	11%	15%	30%
CCOC(=O)/C(C#N)=C/c1c(N2CCN(c3ccccc3)CC2)nc2ccccn2c1=O	-0.3%	8%	-3%	.	4.9	105	-18%	8%	14%	3%
CCOc1ccc(NC2=C(OC)C(=O)c3ccccc3C2=O)cc1	-0.3%	0%	-2%	i	-0.6	51	-23%	16%	-4%	8%
CCOC(=O)C1=C(C)N(Cc2ccc(C(=O)O)cc2)C(=O)NC1c1ccc([N+](=O)[O-])cc1 (stereo unspecified)	-0.1%	-3%	4%	i	-2.2	79	4%	4%	3%	16%
CC[C@@H](C)CN1C(=O)N[C@@H](CCc2ccccc2)C(C(C)=O)=C1C	-0.2%	-1%	-6%	i	1.4	98	1%	14%	-15%	18%
Cc1ccc(S(=O)(=O)N(C)C)cc1NC(=O)CSc1ncc(C(F)(F)F)cc1Cl	4.9%	-1%	-1%	i	-0.6	65	2%	4%	7%	8%
C=CCN1C=C2C(=O)C(C)(OC(=O)C3CCCC3)C(=O)C=C2C=C1c1ccsc1 (stereo unspecified)	-0.1%	4%	-11%	i	-4.5	88	19%	4%	9%	7%
COCCOC(=O)C1=C(C)Nc2nc(C)nn2C1c1ccc(F)cc1 (stereo unspecified)	-0.1%	-8%&-8%	15%	i	-0.5	74	2%	-2%&5%	-3%	3%	Dengue-2 NS5 capping pilot replicate=1.7
Cc1cc(C(=O)COc2cccnc2[N+](=O)[O-])c(C)n1Cc1cccs1	0.1%	5%	3%	i	0.5	55	5%	3%	34%	22%
Cc1ccc(S(=O)(=O)N(Cc2cc3ccccc3[nH]c2=O)CC2CCCO2)cc1 (stereo unspecified)	0.0%	-10%	1%	.	0.0	46	-13%	0%	1%	6%
COc1ccccc1/C=C/c1nc(C#N)c(N(C)C)o1	0.4%	4%	6%	.	1.0	41	-2%	6%	15%	21%
COc1ccccc1OCCC(=O)OCC(=O)Nc1ccc(Br)cc1F	0.3%	2%	8%	i	3.5	46	11%	9%	16%	4%
O=c1cc(CN2CCC3(CC2)OCCO3)c2c(ccc3ccccc32)o1	-0.2%	2%	-10%	i	-0.7	57	-11%	8%	3%	11%
CCO[C@H]1OC(C(=O)O)=C[C@@H](C2CC2)[C@@H]1CCCO	0.1%	.	-12%	i	-5.6	92	-16%	.	-3%	-1%
COc1ccccc1C(=O)Nc1nc2ccccc2s1	1.0%	.	-2%	.	1.0	74	-4%	12%	0%	2%
CCOCC(=O)NCc1ccc2c(c1)OCO2	-0.4%	-1%	0%	i	-1.5	51	12%	5%	-4%	8%
O=C(Nc1ccc(-c2nc3ccccc3c(=O)o2)cc1)c1ccco1	-0.1%	-3%	-8%	i	0.0	46	74%	10%	-7%	1%
Cc1sc2ccc3sccc3c2[n+]1C	1.0%	.	15%	i	0.9	85	4%	42%	2%	11%
Cc1cc(C)n(C(=O)C2CCCN2S(=O)(=O)c2ccc(Cl)cc2)n1 (stereo unspecified)	-0.1%	1%	14%	.	-0.5	63	5%	-2%	-4%	6%
COc1cccc(OC)c1C(=O)NC(C)CCc1ccccc1 (stereo unspecified)	-0.2%	3%	-7%	.	-0.2	52	2%	14%	0%	25%	Dengue-2 NS5 capping pilot replicate=0.0
CC(C(=O)NCCCN1CCOCC1)n1cccc1C(=O)c1ccccc1 (stereo unspecified)	-0.5%	5%	4%	i	-0.3	48	1%	11%	1%	3%
Cn1c(C(=O)NCC2CCCO2)cc2c(=O)n3ccccc3nc21 (stereo unspecified)	-0.1%	-2%	9%	i	0.9	80	-20%	7%	50%	-7%
(further entries)
SMILES	GPR55 beta-arrestin	Dengue-2 NS5 capping	GPR35 antagonists	Yfh1-off respiration	NTR1 ag	NTR1 ag cell count 20 µM	GPR55 LPI antagonism	Rac1 GTP hydrolysis	AID2073	SV40 large T antigen	others
O=C(Nc1ncccc1O)c1ccc(Cl)c(S(=O)(=O)N2CCCCC2)c1	.	-7%	.	.	0.2	68	.	8%	.	20%
CC1CCN(C(=O)CN2C(=O)COc3ccc(Cl)cc32)CC1	-0.4%	-17%	20%	.	0.1	42	-5%	9%	9%	-2%
COc1ccc(CNC(=O)c2cnn3c(C(F)F)cc(C)nc23)cc1OC	0.3%	0%	-8%	i	0.7	61	-12%	11%	3%	5%
CCOc1ccc(C2CC(=O)NC3=C2C(=O)CCC3)cc1 (stereo unspecified)	0.2%	3%	-2%	i	0.2	67	2%	11%	-1%	4%
O=C(Cc1ccc(Cl)cc1)NNC1CC(=O)N(c2ccc3ccccc3c2)C1=O (stereo unspecified)	-0.1%	5%	2%	i	2.4	40	5%	10%	-20%	7%
COc1ccc(CN2CCNC(=O)C2CC(=O)NCCCn2cccn2)c(OC)c1 (stereo unspecified)	0.2%	6%	-6%	i	-0.3	90	4%	10%	6%	7%
CCCCCCC1CC(CSC(=N)N)OC1=O (stereo unspecified)	0.2%	-8%	-5%	i	1.8	47	-3%	1%	-4%	8%
N#CCCC(CCC#N)C1=NCCc2ccccc21	-0.1%	-8%	7%	i	1.8	64	12%	5%	-1%	7%
CC1CCN(S(=O)(=O)c2cccc(C(N)=O)c2)CC1	-0.1%	2%	2%	i	1.8	76	4%	-2%	10%	-1%
CC(C)C[C@H]1CN=C(Nc2ccccc2)N1CCc1ccc(F)cc1	.	-2%	.	.	0.8	88	.	5%	.	5%
